# PhoP GFP inhibition – PhoP regulon inhibitors, Salmonella typhi PhoP promoter GFP reporter, confirmatory (AID 1850); one-dose inhibition, % at 50 µM; IC50 in µM for titrated hits; Salmonella Typhi PhoP-promoter GFP reporter, fluorescence, 4 h; higher % means a stronger effect; 310,000 tested, 0.33% active; in the data active means a potency from the dose series; inconclusive means inhibition mostly from about 25% at the one dose, without a potency; inactive means the rest, 99 in 100 with inhibition below about 19%;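 further: 0% = induced wells with vehicle and 100% = uninduced wells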
# M. tuberculosis – growth inhibition of non-replicating M. tuberculosis (AID 488890). Mycobacterium tuberculosis non-replicating, growth inhibition; higher % means a stronger effect. inhibition, % at 25 µM, or IC50 in µM where a hit was titrated. 320,000 tested, 0.39% active; in the data active means a potency from the dose series; inconclusive means inhibition mostly from about 82% at the one dose, without a potency; inactive means the rest, 99 in 100 with inhibition below about 76%;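 further: plate controls were DMSO cells for no effect and high antibiotic wells for full effect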
# influenza NS1A – H1N1 influenza NS1A inhibitors, functional cell based assay (AID 504329) | NS1A functional cell-based assay, percent inhibition; higher % means a stronger effect | inhibition, % at 12.5 µM; hits with a dose series show IC50 in µM | 340,000 tested, 0.3% active; in the data active means a potency from the dose series; inconclusive means inhibition above about 27% without an active follow-up result; further: strong numbers were not always called active
# inhibitors of VEEV – inhibitors of VEEV TC-83 cytopathic effect, confirmation, Vero cells (AID 588727); 350,000 tested, 0.13% active; Vero cells, VEEV TC-83 cytopathic effect inhibition; higher % means a stronger effect; one-dose inhibition, % at 20 µM; IC50 in µM for titrated hits; in the data active means a potency from the dose series; inconclusive means inhibition mostly from about 14% at the one dose, without a potency; inactive means the rest, 99 in 100 with inhibition below about 12%; further: strong numbers were not always called active
# M. tuberculosis HTS – M. tuberculosis growth inhibition, HTS (AID 449762); M. tuberculosis H37Rv growth inhibition, 7H9 media; higher % means a stronger effect; 330,000 tested, 0.59% active; inhibition, % at 25 µM; hits with a dose series show IC50 in µM; in the data active means a potency from the dose series; inconclusive means inhibition above about 70% without an active follow-up result;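 further: bacterial growth assessed after seven days of incubation; strong numbers were not always called active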
# inhibitors of VEEV 10K pilot screen – further read-out of inhibitors of VEEV, marked with its call; inhibition, %; measured here: 10K pilot screen inhibition
# Active calls of the source: *; i = inactive; ? = inconclusive; . = no result given. Compounds as they come; 1.6% or so of the library scored in one or more.
# The first 6 entries as a preview:
SMILES,PhoP GFP inhibition,M. tuberculosis,influenza NS1A,inhibitors of VEEV,M. tuberculosis HTS,others
O=C(CC(=O)NCc1ccc(Cl)cc1)NCc1ccc(Cl)cc1,15%,27%,-3%,6.2%,-2%,
CS(=O)(=O)N1Cc2ccccc2CC1C(=O)OCC(=O)NCCc1ccc(S(N)(=O)=O)cc1 (stereo not drawn),.,18%,2%,4.3%,-2%,
Cc1[nH]n(S(=O)(=O)c2ccccc2)c(=O)c1N=Nc1cccc(Cl)c1,-8%,71%,-2%,0.6%,0%,
CCOc1ccccc1N(CC(=O)Nc1ccc(OC)cc1OC)S(=O)(=O)c1ccccc1,17%,18%,-1%,6.1%,6%,
Cc1cc(C)nc(NC(=S)NC(=O)c2ccccc2F)n1,-2%,-1%,.,2.4%,8%,
O=C1c2cccc3c(N4CCCCC4)ccc(c23)C(=O)N1CCO,-23%,24%,-15%,5.7%,3%,

# Results, previewed entries included:
SMILES,PhoP GFP inhibition,M. tuberculosis,influenza NS1A,inhibitors of VEEV,M. tuberculosis HTS,others
O=C(CC(=O)NCc1ccc(Cl)cc1)NCc1ccc(Cl)cc1,15%,27%,-3%,6.2%,-2%,
CS(=O)(=O)N1Cc2ccccc2CC1C(=O)OCC(=O)NCCc1ccc(S(N)(=O)=O)cc1 (stereo not drawn),.,18%,2%,4.3%,-2%,
Cc1[nH]n(S(=O)(=O)c2ccccc2)c(=O)c1N=Nc1cccc(Cl)c1,-8%,71%,-2%,0.6%,0%,
CCOc1ccccc1N(CC(=O)Nc1ccc(OC)cc1OC)S(=O)(=O)c1ccccc1,17%,18%,-1%,6.1%,6%,
Cc1cc(C)nc(NC(=S)NC(=O)c2ccccc2F)n1,-2%,-1%,.,2.4%,8%,
O=C1c2cccc3c(N4CCCCC4)ccc(c23)C(=O)N1CCO,-23%,24%,-15%,5.7%,3%,
CC1(C(=O)O)CCC(C(=O)NCCc2ccccc2)C1(C)C (stereo not drawn),-1%,-1%,2%,1.7%,2%,
CC(=O)Oc1cccc2c1C(=O)C1CC=CC(OC(C)=O)C1C2=O (stereo not drawn),.,.,6%,0.4%,.,
CC1CC(C)CN(CC(=O)c2c[nH]c3ccccc23)C1 (stereo not drawn),-2%,16%,-9%,0.1%,-1%,
COc1ccc(C(CC(=O)O)N2Cc3ccccc3C2=O)cc1 (stereo not drawn),1%,-20%,0%,i,-4%,
O=C(COC(=O)c1cncc(Br)c1)NC1CCCC1,-5%,60%,-1%,1.6%,0%,
C[C@@H]1COC(=O)[C@@H](Cc2ccc(F)cc2)CC/C=C\C[C@@H](CC(=O)NCCO)C(=O)N1,.,6%,-11%,0.2%,-2%,inhibitors of VEEV 10K pilot screen=1.1
CC(C)(C)c1ccc(Oc2cccc(C3CC(=O)C(C4NCCc5ccccc54)C(=O)C3n3cncn3)c2)cc1 (stereo not drawn),-2%,5%,4%,4.2%,0%,
Cc1ccc(NC(=O)COC(=O)CN2C(=O)NC3(CCCC3)C2=O)cc1Cl,.,7%,-8%,4.3%,-10%,
Cc1nc(N2CCC(C)CC2)c2c(C)c(C(=O)Nc3cccc(C(F)(F)F)c3)sc2n1,-8%,2%,-3%,0.1%,16%,
CCOC(=O)C1=C(C)Nc2ncnn2C1c1cccs1 (stereo not drawn),-6%,-2%,-6%,7.2%,-2%,
Cc1ccc(NC(=O)COC(=O)C2CC2)c(Br)c1,0%,56%,-6%,0.6%,1%,
CCn1c(SCC(=O)N2c3ccccc3Sc3ccccc32)nnc1-c1ccco1,-12%,29%,4%,i,-9%,
CC(C)Cn1nc(C(=O)N2CCc3ccccc32)c2ccccc2c1=O,.,.,6%,8.1%,.,
Cc1ccc(S(=O)(=O)N2CCOCC2)cc1C(=O)NC(=S)N1CC(C)CC(C)C1 (stereo not drawn),-10%,1%,7%,i,-6%,
Cn1nc(C(F)(F)F)c(/C=N/OC(=O)c2ccc(Cl)cc2)c1Cl,-5%,40%,-1%,i,-4%,
CC(C)CC(=O)NC(=S)Nc1ccccc1C(F)(F)F,-3%,?,-3%,0.2%,12%,
Cc1cc(NC(=O)CCC(=O)N(Cc2cccs2)C(C(=O)NC2CCCC2)c2ccncc2)no1 (stereo not drawn),9%,1%,-5%,0.4%,-5%,
Cc1ccc(S(=O)(=O)NCc2ccccc2)s1,-3%,43%,21%,0.5%,8%,
CCOc1ccc(C2CC(c3cccc(OC)c3OC)n3nnnc3N2)cc1Cl (stereo not drawn),-8%,15%,4%,1.4%,29%,
O=C(COC(=O)COc1ccc(Cl)cc1Br)NCc1cccs1,1%,24%,-8%,2.4%,0%,
O=C(C1CCCC1)N1CCN(S(=O)(=O)c2ccc(F)c(F)c2F)CC1,18%,3%,-8%,1.6%,9%,
CCOC(=O)C(C(=O)OCC)C(C#N)c1ccccc1 (stereo not drawn),3%,-1%,-3%,1.1%,0%,
O=C1N=C(N2CCc3ccccc3C2)S/C1=C\c1cccc(O)c1,2%,20%,-4%,1.8%,21%,
O=C(NC1CCCCCCC1)C1c2ccccc2C(=O)N1Cc1ccco1 (stereo not drawn),-14%,10%,3%,0.5%,4%,
COc1ccc([C@H]2/C=C\CN(S(C)(=O)=O)[C@@H](C)C(=O)N2Cc2ccc(F)cc2)cc1,10%,12%,-17%,i,16%,
COc1ccc(C2=NN(C(=O)CCC(=O)O)C(c3ccc(F)cc3)C2)cc1 (stereo not drawn),-4%,0%,-1%,i,1%,
COc1ccc(-c2csc3ncnc(Oc4ccc5c(C)cc(=O)oc5c4)c23)cc1,-4%,31%,6%,2.3%,?,
O=S(=O)(Nc1ccc(-c2nc3cccnc3s2)cc1)c1cc(F)ccc1F,0%,-1%,-5%,2.4%,-7%,
Cc1coc2c1c(C)cc1oc(=O)c(CC(=O)N[C@H](C(=O)O)C(C)C)c(C)c12,-10%,0%,-4%,0.2%,-6%,
CCN(CC)CCNC(=O)c1cn(CC)c2cc(N3CCN(C(=O)c4ccco4)CC3)c(F)cc2c1=O,6%,8%,-2%,1.8%,2%,
O=C(Nc1nnc(Cc2ccccc2)s1)c1cccs1,2%,-2%,-19%,1.4%,-4%,
COc1ccc(Cl)cc1C(=O)Nc1ccc(CN2CCCCC2)cc1,11%,11%,-4%,7.4%,-1%,
O=C(CNS(=O)(=O)c1ccccc1)N/N=C/c1ccc(O)cc1,0%,-18%,-11%,1.1%,3%,
COc1ccc(N(C)S(=O)(=O)c2ccc(Cl)c(C(=O)NCC(C)(C)N3CCOCC3)c2)cc1,.,25%,-4%,i,5%,
COc1ccc(S(=O)(=O)N2CCc3ccccc32)cc1C(=O)Nc1ccc(NC(C)=O)cc1,.,8%,-22%,1.7%,8%,
CCN(Cc1ccncc1)C(=O)c1ccc(Br)o1,-4%,1%,-5%,2.5%,8%,
Cc1cccc(C)c1NC(=S)NC(=O)c1ccc(Br)o1,17%,45%,6%,0.8%,6%,
C=C1CCN([C@@H](CC(C)C)C(=O)NCc2cc(OC)c(OC)c(OC)c2)S(=O)(=O)c2ccccc21,3%,12%,-25%,0.0%,-3%,
O=C(/C=C/c1ccc([N+](=O)[O-])cc1)N1CCN(S(=O)(=O)c2cccs2)CC1,9%,5%,-16%,0.4%,4%,
COc1ccc2c(c1[N+](=O)[O-])CCC/C2=N/OC(=O)c1cccc2ccccc12,-9%,4%,-19%,1.3%,8%,
N#C/C(=C/c1ccccc1)c1nn(CCO)c(N)c1C#N,6%,-7%,3%,0.3%,-4%,
CCOC(=O)c1c(NC(=O)C(C)N2CCN(C(=O)c3ccco3)CC2)sc2c1CCCC2 (stereo not drawn),-5%,11%,-5%,i,?,
CCOC(=O)C1=C(C)Nc2nc(SCC)nn2C1c1ccc(OC)cc1 (stereo not drawn),11%,-24%,-7%,3.6%,5%,
COc1cc(C2=NOC(C(=O)Nc3c(C)n(C)n(-c4ccccc4)c3=O)C2)cc(OC)c1OC (stereo not drawn),-9%,-4%,1%,6.5%,2%,
O=c1c2c(nc3c(-c4ccccc4)c[nH]n13)CCCC2,0%,i,-14%,10%,?,
CN(CC(=O)O/N=C(\N)c1ccccn1)S(=O)(=O)c1ccccc1,-3%,-11%,2%,0.9%,-14%,
O=C(COc1ccccc1)NCCSCc1ccc(Cl)cc1,0%,i,-8%,0.9%,-2%,
C=CC(=O)NCNC(=O)C=C,.,4%,3%,0.3%,-4%,
CC(C)C1Cc2c(sc3ncnc(NN)c23)CO1 (stereo not drawn),3%,-3%,3%,5.7%,5%,
COc1cc2c(cc1OC)C(NC(=O)c1ccc(C)cc1)CC2=O (stereo not drawn),-2%,-10%,-33%,0.2%,1%,
Cc1cc(S(=O)(=O)NC2CCN(Cc3ccccc3)CC2)c(C)cc1Cl,-1%,56%,-17%,i,-8%,
O=S(=O)(N/N=C\c1cccc(F)c1)c1ccccc1,-7%,-7%,17%,1.4%,2%,
CC1CCN(CCCNC(=O)CCNC(=O)Cn2cnc3ccccc3c2=O)CC1,4%,-14%,2%,3.0%,-7%,
CN1C(=O)/C(=C/c2ccccc2OCc2ccc(C(=O)O)cc2)NC1=S,4%,0%,-3%,8.5%,-3%,

# Pulled by structure from the list above, two records:
SMILES,PhoP GFP inhibition,M. tuberculosis,influenza NS1A,inhibitors of VEEV,M. tuberculosis HTS,others
O=C(COC(=O)COc1ccc(Cl)cc1Br)NCc1cccs1,1%,24%,-8%,2.4%,0%,
Cc1cc(S(=O)(=O)NC2CCN(Cc3ccccc3)CC2)c(C)cc1Cl,-1%,56%,-17%,i,-8%,

# The list goes on:
SMILES,PhoP GFP inhibition,M. tuberculosis,influenza NS1A,inhibitors of VEEV,M. tuberculosis HTS,others
COC(=O)CN(c1ccc(OC)cc1OC)S(=O)(=O)c1ccccc1[N+](=O)[O-],0%,9%,2%,2.7%,-6%,
COC(=O)CCCCC1SCC(NC(=O)c2ccccc2)C1OC(C)=O (stereo not drawn),3%,-1%,0%,13%,5%,
COc1ccc(CN(CCCN2CCOCC2)S(=O)(=O)N(C)C)cc1OC,3%,6%,-8%,i,3%,
CC(C)(C)NC(=O)C1Cc2ccccc2CN1C(=O)Nc1cccc(Cl)c1 (stereo not drawn),4%,-9%,4%,9.8%,-9%,
CCC1CCC2(CC1)NC(=O)N(CC(=O)Nc1ccc(OC)c(Cl)c1)C2=O (stereo not drawn),.,8%,-9%,i,0%,
CCCOc1ccc(/C=C/c2[nH]c(=O)[nH]c(=O)c2[N+](=O)[O-])cc1OCC,-6%,-5%,-12%,1.6%,3%,
CCCOc1ccc(CC(=O)NCCc2ccccc2)cc1OC,1%,-10%,-19%,i,2%,
COc1ccc(S(=O)(=O)N2CCCC2)cc1C(=O)N1CCCCC1,-1%,-20%,-4%,i,-3%,
COC(=O)c1cc(=O)c2cccc(OC)c2[nH]1,-11%,5%,-18%,1.4%,4%,
CC(C)CN1CC(C)C(=O)N(c2ccccc2)C1=S (stereo not drawn),.,.,2%,i,.,
C[C@H](CO)N1C[C@H](C)[C@H](CN(C)C(=O)Nc2cccc3ccccc23)Oc2c(NC(=O)c3ccc(-c4nccs4)cc3)cccc2C1=O,.,51%,7%,6.5%,-4%,
CC(C)(C)OC(=O)NCCc1nnc(SCc2ccccc2Cl)o1,4%,29%,-24%,2.0%,3%,
COC(=O)c1cc(C(=O)Nc2nc3ccccc3[nH]2)cc([N+](=O)[O-])c1,14%,73%,4%,12%,7%,
O=C(COc1ccc(Br)cc1)N/N=C1/SCC(=O)N1Cc1ccco1,0%,83%,-1%,0.3%,-2%,
O=[N+]([O-])c1ccccc1CN1CC=C(c2ccc(F)cc2)CC1,3%,46%,-2%,0.1%,4%,
Cc1ccccc1OCC(=O)Nn1c(COc2ccccc2)nc2ccccc2c1=O,2%,1%,21%,0.4%,-3%,
O=C(c1cc([N+](=O)[O-])cc([N+](=O)[O-])c1)N(c1ccccn1)c1ccccn1,0%,8%,30%,i,7%,
CCOc1ncccc1C(=O)Nc1ccc2nc(C)sc2c1,11%,18%,-6%,10.0%,2%,
Cc1nc2ccccc2c2c(N)cccc12,.,.,-17%,0.4%,.,
CCOC(=O)C1CCN(C(=O)COC(=O)c2ccc([N+](=O)[O-])o2)CC1,.,?,-1%,1.5%,?,
O=C(CNCc1ccco1)Nc1ccc(Oc2ccccc2)cc1,-2%,72%,15%,1.0%,?,
CCOC(=O)NC1(NC(C)C)Oc2ccccc2O1,2%,7%,9%,0.1%,-3%,
COc1cc(C(=O)Nc2cccc(NC(=O)c3cccs3)c2)cc(OC)c1OC,9%,-5%,-18%,9.1%,-2%,

# Screening data: PubChem, Southern Research Specialized Biocontainment Screening Center
